Screens (PubChem)
GSH fluor: compound fluorescence on glutathione beads, profiling panel, artefact control, biophysical, 488/530 nm, flow cytometry. GSH beads flow cytometry, compound fluorescence 488/530 nm; hits give high values. fluorescence (KMESF) at 10 µM. 190,000 tested, 0.25% active. AID 1776, 2009; in the data active = fluorescence above about 89;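 note: glutathione beads carrying GST-tagged Bcl family fusion proteins plus one bare bead set; values are compound well signal with DMSO vehicle wells as background; inactives centre near 16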
RGS4-Gao reg: modulators of RGS4 binding to Galphao, primary screen, biochemical, multiplexed bead flow cytometry | Guanine nucleotide-binding protein G(o) subunit alpha (Homo sapiens), P09471 | actives lie on both sides | binding response (% of control), % at 10 µM | 220,000 tested, 0.33% active | AID 1415, 2008; in the data active = binding response below about 49% or above about 150%; inactive = in between;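 note: fluorescent Galphao activated with aluminum fluoride binding bead-coupled RGS4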
RGS7-Gao: RGS7-Galphao binding modulators, primary screen, biochemical, multiplexed bead flow cytometry. Guanine nucleotide-binding protein G(o) subunit alpha (Homo sapiens), P09471. actives lie on both sides. binding response (% of control), % at 10 µM. 220,000 tested, 0.35% active. AID 1439, 2008; in the data active = binding response below about 49% or above about 150%; inconclusive = no clear call, values can overlap the other calls; inactive = in between;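 note: fluorescent Galphao held in activated GDP-AlF4 state binding bead-coupled RGS7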
Bim-Bcl-B: inhibitors of Bim-Bcl-B binding, primary screen, biochemical, multiplexed, human Bcl-2 family. bead-based flow cytometry, Bim peptide-Bcl-B binding. AID 951, 2007. inhibition, % at 10 µM. 190,000 tested, 0.073% active. Bcl-2-like protein 10 (Homo sapiens), Q9HD36;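 note: 0% = tracer peptide without compound and 100% = reference inhibitor peptide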
Target sequence (Q9HD36 whole entry, looked up): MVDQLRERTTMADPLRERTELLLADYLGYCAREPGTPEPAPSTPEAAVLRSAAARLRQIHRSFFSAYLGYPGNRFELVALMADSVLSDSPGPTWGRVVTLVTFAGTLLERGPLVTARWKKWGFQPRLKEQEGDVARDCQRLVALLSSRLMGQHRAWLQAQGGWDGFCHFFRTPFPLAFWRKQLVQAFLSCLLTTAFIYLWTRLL
Bim-Bfl-1: inhibitors of Bim binding to Bfl-1, primary screen, biochemical, multiplexed, bead-based flow cytometry | 190,000 tested, 0.12% active | Bim-Bfl-1 binding inhibition | Bcl-2-related protein A1 (Homo sapiens), Q16548 | inhibition, % at 10 µM;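 note: 0% = wells without compound plus tracer and 100% = blocker peptide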
RGS8-Gao: RGS8-Galphao binding modulators, primary screen, biochemical, multiplexed bead flow cytometry. actives lie on both sides. response (percent of control binding), % at 10 µM. Guanine nucleotide-binding protein G(o) subunit alpha (Homo sapiens), P09471. 220,000 tested, 0.34% active; in the data active = response below about 60% or above about 140%; inactive = in between;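 note: Galphao activated as the GDP aluminium fluoride complex binding bead-coupled RGS8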
Bim-Mcl-1: inhibitors of Bim peptide binding to Mcl-1, primary screen, biochemical, bead-based flow cytometry, multiplex; Bim peptide-Mcl-1 binding; inhibition, % at 10 µM; 190,000 tested, 0.1% active; AID 1009, 2008;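 note: 0% = no compound tracer wells and 100% = peptide blocker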
Target sequence (Q07820 whole entry, looked up): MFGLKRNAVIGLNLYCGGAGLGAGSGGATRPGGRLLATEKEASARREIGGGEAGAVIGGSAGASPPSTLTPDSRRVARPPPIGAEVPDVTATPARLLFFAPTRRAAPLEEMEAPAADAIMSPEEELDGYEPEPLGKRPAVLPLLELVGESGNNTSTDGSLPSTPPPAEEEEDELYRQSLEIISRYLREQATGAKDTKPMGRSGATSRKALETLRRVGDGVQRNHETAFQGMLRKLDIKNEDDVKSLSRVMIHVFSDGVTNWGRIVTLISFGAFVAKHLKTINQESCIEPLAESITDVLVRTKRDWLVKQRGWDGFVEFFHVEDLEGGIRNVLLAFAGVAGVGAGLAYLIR
Bim-Bcl-W: inhibitors of Bim binding to Bcl-W, primary screen, biochemical, multiplexed, bead-based flow cytometry | Bcl-2-like protein 2 (Homo sapiens), Q92843 | Bim peptide-Bcl-W binding | inhibition, % at 10 µM | 190,000 tested, 0.02% active | AID 952, 2007;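 note: 0% = bound tracer without compound and 100% = peptide blocker; higher means less fluorescent Bim peptide bound to Bcl-W beads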
Target sequence (Q92843 whole entry, looked up): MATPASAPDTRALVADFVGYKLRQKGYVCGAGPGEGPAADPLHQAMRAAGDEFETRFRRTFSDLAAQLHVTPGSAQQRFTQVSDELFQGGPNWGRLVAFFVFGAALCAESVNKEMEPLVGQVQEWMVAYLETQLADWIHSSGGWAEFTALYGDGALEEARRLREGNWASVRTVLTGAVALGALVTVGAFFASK
Bim-Bcl-2: inhibitors of Bim-Bcl-2 binding, primary screen, biochemical, multiplexed, human Bcl-2 family; inhibition, % at 10 µM; Apoptosis regulator Bcl-2 (Homo sapiens), P10415; Bead-based flow cytometry, Bim peptide-Bcl-2 binding; 190,000 tested, 0.06% active; in the data active = inhibition above about 40%; inconclusive = no clear call, values can overlap the other calls;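 note: 0% = no compound wells with probe peptide and 100% = reference peptide inhibitor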
Bim-Bcl-XL: inhibitors of Bim-Bcl-XL binding, primary screen, biochemical, multiplexed, bead flow cytometry, human Bcl-XL | Bcl-2-like protein 1 (Homo sapiens), Q07817 | Bim peptide-Bcl-XL binding, fluorescence | inhibition, % at 10 µM | 190,000 tested, 0.04% active
Target sequence (Q07817 whole entry, looked up): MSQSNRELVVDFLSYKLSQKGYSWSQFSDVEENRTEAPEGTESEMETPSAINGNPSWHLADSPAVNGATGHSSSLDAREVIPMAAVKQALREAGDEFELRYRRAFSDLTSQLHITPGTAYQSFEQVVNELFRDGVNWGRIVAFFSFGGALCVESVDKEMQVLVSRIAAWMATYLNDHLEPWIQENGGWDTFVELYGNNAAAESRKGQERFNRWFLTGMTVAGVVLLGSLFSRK
Mcl1 Bid PPI: Mcl-1/Bid binding inhibitors, primary screen, biochemical, TR-FRET, 1536-well | 220,000 tested, 0.97% active | inhibition, % at 21.7 µM | TR-FRET Mcl-1/Bid-Dy647 peptide binding | AID 1021, 2008;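 active = compounds that cut the binding signal by more than half at the single screening dose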;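 note: His-tagged Mcl-1 with europium anti-His antibody binding Bid BH3 peptide; 0% = Mcl-1 plus peptide wells and 100% = peptide-only wells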
Numbers without * were called inactive; ? = inconclusive; · = not tested or not shown; [ ] = remark or other dose. Cut-off read from the data, not from the text of the source, unless noted: active = inhibition above about 40%.

SMILES	GSH fluor	RGS4-Gao reg	RGS7-Gao	Bim-Bcl-B	Bim-Bfl-1	RGS8-Gao	Bim-Mcl-1	Bim-Bcl-W	Bim-Bcl-2	Bim-Bcl-XL	Mcl1 Bid PPI
CC(=O)Nc1ccc(NC(=O)c2ccco2)cc1	15	83	85	1	0	69	-2	0	0	-3	-37
Cc1ccc(S(=O)(=O)N(C)c2c(C)ccc(S(=O)(=O)NC(C)(C)C)c2C)cc1	10	110	105	-5	-7	106	0	-2	-5	-4	-12
CC(=O)c1ccc(-n2c(-c3cc(-c4ccsc4)n[nH]3)n[nH]c2=S)cc1	20	93	88	-11	0	88	-3	-2	0	-6	-34
CCOC(=O)CC(NC(=O)c1cc2cccc(OC)c2oc1=O)c1cccc([N+](=O)[O-])c1 (stereo not drawn)	9	98	109	-18	-5	95	-6	-4	-2	-2	0
C=CCn1c(SCCN2C(=O)c3ccccc3C2=O)nc2scc(-c3ccccc3)c2c1=O	29	101	98	-8	-15	100	-3	-1	-7	-2	16
COCC(=O)N=Nc1c(O)[nH]c2ccccc12	19	107	109	-5	-8	121	-9	-10	-3	-10	18
NC(=O)CSc1nnc(-c2ccncc2)n1CCc1ccccc1	17	101	100	-1	-3	102	0	-6	0	-7	-10
O=c1[nH]c(CSc2nnnn2-c2ccccc2)nc2ccccc12	14	102	102	-4	-6	99	0	0	-5	-2	-4
Cc1ccc(NC(=O)[C@@H](NC(=O)c2cccc(S(=O)(=O)N3CCOCC3)c2)C(C)C)cc1C	6	100	102	-3	0	102	-2	0	0	-1	-8
S=C(Nc1cccc(Cl)c1)N(CCCN1CCCC1)Cc1cccn1Cc1ccc(Cl)cc1	12	112	111	-10	5	106	-3	-2	-1	-4	-39
CCOCCCNC(=O)C(NC(=O)CC1NC(=O)NC1=O)c1ccc(Cl)cc1 (stereo not drawn)	24	99	101	-6	-18	102	-2	0	-6	-5	-3
O=C(Nc1ccc(F)cc1F)N1CCN(C/C=C/c2ccccc2)CC1	21	99	109	-4	-7	102	2	2	-4	0	-15
O=c1c2c(-c3ccc(Cl)cc3)csc2ncn1/N=C/c1cccc([N+](=O)[O-])c1O	15	102	99	-4	-4	100	9	-3	-1	-6	-7
Cc1ccc(NC(=O)CN2C(=O)S/C(=C\c3cccn3-c3cccc(C(=O)O)c3)C2=O)cc1C	19	104	103	-1	-3	103	0	0	0	-4	-59
CCOC(=O)c1c(NC(=O)C2c3ccccc3Oc3ccccc32)sc(C(C)=O)c1C	29	101	96	-7	-20	100	-3	0	-12	-5	-20
Cc1ccccc1-c1nc(CN2CCC(C(=O)NCCC3=CCCCC3)CC2)c(C)o1	58	87	87	-8	-9	92	0	1	-6	-11	-40
O=c1[nH]c2cc3c(cc2cc1CN(CCN1CCOCC1)C(=S)NCC1CCCO1)OCO3 (stereo not drawn)	31	102	101	-10	-1	104	-1	-1	-4	-4	-20
COc1ccccc1NC(=O)c1sc2ncn(Cc3cccc4ccccc34)c(=O)c2c1C	5	97	95	-2	0	101	0	0	0	1	-35
COc1ccc(C)cc1Nc1ccc(C(=O)O)cc1[N+](=O)[O-]	10	102	106	9	-2	100	38	0	2	7	-37
Cc1cc(Cl)ccc1NC(=O)NC1CCN(S(=O)(=O)c2ccc(F)cc2)CC1	34	102	101	-6	-8	108	-6	-4	-4	-7	-7
Cc1ccc(OC(=O)c2cc3ccccc3o2)cc1	13	100	103	-2	-2	98	-3	-1	-3	1	1
CN(NC(=O)C1CC(=O)N(c2ccccc2)C1)C1=NS(=O)(=O)c2ccccc21 (stereo not drawn)	19	101	100	-1	-5	101	0	0	-2	0	-8
O=S(=O)(NCCSc1ccccc1)c1ccc(F)cc1	32	101	104	-6	-17	102	-1	0	-5	-5	1
CCCOc1ccc(-c2nn(-c3ccccc3)cc2/C=C2\SC(N)=NC2=O)cc1C	17	105	104	5	3	103	-1	3	0	5	-32
COc1cc(C(=S)N2CCN(c3cccc(Cl)c3)CC2)ccc1O	12	96	88	-37	32	90	-8	0	-1	-6	-4
CC(NC(=O)c1ccc(Br)cc1)c1ccccc1 (stereo not drawn)	9	100	102	-4	-1	104	-2	-3	-1	-5	0
Cc1ccc(S(=O)(=O)Cn2nnnc2CN(Cc2ccco2)Cc2cccs2)cc1	23	109	108	-6	-12	108	-2	-3	-8	-8	-16
COc1ccc(-n2nnnc2SCC(=O)c2ccc3c(c2)OCCO3)cc1	18	102	101	-1	0	100	-2	-2	6	0	-1
O=S(=O)(c1ccc2c(c1)OCCO2)N1CCC(n2cnc3cc(F)ccc32)CC1	17	94	95	-2	-11	92	0	2	-3	-1	-13
Cc1oc2nc(SCC(=O)NCc3cccnc3)nc(N)c2c1C	42	102	100	-5	-8	100	-1	3	-8	-6	-62
Cc1noc(C)c1/C=N/Nc1ccccn1	12	102	102	-3	-5	102	0	-1	-7	-2	-45
COc1cccc(/C=C2\SC(=O)NC2=O)c1OCc1ccc(C(=O)O)cc1	12	101	?	0	-3	101	0	0	-1	-4	-60
O=C(Nc1cc2c(cc1Cl)OCCO2)c1ccco1	12	93	93	-1	2	77	-1	-2	-1	-3	-11
Cc1sc2ncnc(Sc3ccccc3C(=O)Nc3ccccc3Cl)c2c1C	11	100	100	-5	-1	98	-1	-3	-2	-6	-32
N#C/C(=C\c1ccc(F)cc1)c1nc(-c2ccco2)cs1	13	99	95	-6	-15	98	-4	-1	-5	-7	-16
COc1ccc(C)cc1NC(=O)CC1COc2ccccc2O1 (stereo not drawn)	22	99	99	-3	-2	100	0	1	-2	-1	-3
CC(=O)c1cccc(NC(=S)NC(=O)c2ccc(Cl)cc2)c1	11	100	96	-3	-1	102	0	-2	0	-5	-33
Cc1cccc(NC(=O)/C=C/c2ccc3c(c2)OCO3)n1	15	98	91	-1	0	87	1	3	-14	1	15
COc1ccc(-c2[nH]ncc2CN2CCC(OCc3cccnc3)CC2)c(F)c1	12	100	100	-2	-1	97	-3	-2	-3	-3	-7
Cc1ccccc1C(=O)Nc1ccccc1-n1cccc1	20	100	99	-3	0	100	0	0	-2	1	-68
CCOC(=O)c1ccc2c(c1)C(=O)N(C1CCCCC1)C2=O	8	101	94	-1	-2	99	0	-2	-1	-1	-2
CCc1ccccc1NC(=O)N1CCC(NC(=O)C(Cc2ccccc2)NC(C)=O)CC1 (stereo not drawn)	13	106	101	-5	-11	104	-2	-3	-2	-2	-10
COc1ccccc1N(CC(=O)Nc1ccc(C(F)(F)F)cc1)S(C)(=O)=O	21	98	92	-2	-9	103	1	-1	-2	0	-27
O=C1/C(=C\c2ccccc2)CCc2c1[nH]c1ccccc21	17	98	102	-3	-1	101	-3	-3	-3	3	4
CN(C)C(=S)N=Nc1[nH]c2ccccc2c1O	13	105	?	-24	9	98	0	-3	3	-5	-61

Structural class: the compounds so far with a COOH group.
SMILES	GSH fluor	RGS4-Gao reg	RGS7-Gao	Bim-Bcl-B	Bim-Bfl-1	RGS8-Gao	Bim-Mcl-1	Bim-Bcl-W	Bim-Bcl-2	Bim-Bcl-XL	Mcl1 Bid PPI
Cc1ccc(NC(=O)CN2C(=O)S/C(=C\c3cccn3-c3cccc(C(=O)O)c3)C2=O)cc1C	19	104	103	-1	-3	103	0	0	0	-4	-59
COc1ccc(C)cc1Nc1ccc(C(=O)O)cc1[N+](=O)[O-]	10	102	106	9	-2	100	38	0	2	7	-37
COc1cccc(/C=C2\SC(=O)NC2=O)c1OCc1ccc(C(=O)O)cc1	12	101	?	0	-3	101	0	0	-1	-4	-60

Other results.
SMILES	GSH fluor	RGS4-Gao reg	RGS7-Gao	Bim-Bcl-B	Bim-Bfl-1	RGS8-Gao	Bim-Mcl-1	Bim-Bcl-W	Bim-Bcl-2	Bim-Bcl-XL	Mcl1 Bid PPI
CCOC(=O)c1c(-c2ccc(C)o2)csc1NC(=O)CN1CCC(C(N)=O)CC1	16	94	93	0	-4	95	0	1	0	1	-54
Cc1ccc(NC(=S)N2CCCC(c3nc4ccc(C)cc4[nH]3)C2)c(C)c1 (stereo not drawn)	27	102	101	4	8	108	1	-2	16	0	-53
CC(C)(C)C1CCC(=NOC(=O)c2ccc(F)cc2)CC1 (stereo not drawn)	10	105	110	-3	-6	105	1	0	1	-1	-1
Cc1cc2c(c(Sc3ccccc3)n1)C(=O)OC2	50	93	103	-13	-10	99	-6	4	-11	-8	9
O=C(CSc1n[nH]c(=O)[nH]c1=O)Nc1cccc(S(=O)(=O)N2CCOCC2)c1	14	101	?	-4	-7	102	1	0	-4	0	-40
CC(=O)Cc1nsc(NC(=O)c2cccc(F)c2)n1	16	98	96	-7	-7	97	-5	-2	-4	-6	-4
CC(=O)NC1C(=O)N=C(SCC(=O)Nc2ccc(C(F)(F)F)cc2Cl)NC1=O (stereo not drawn)	8	102	100	-2	-3	102	-19	-8	-2	-10	-20
COc1ccc(/C=C/C(=O)NC(=S)Nc2cc3oc4ccccc4c3cc2OC)cc1	8	99	101	-8	-15	103	-3	-1	-6	-3	32
Cc1ccc(SCc2cc(=O)n(C)[nH]2)cc1	17	102	?	-3	-5	103	-1	0	-4	-4	-62
O=C(CNC(=O)Cc1ccccc1)NCC(=O)OCc1ccccc1	9	102	103	-6	-15	103	0	3	-10	-1	-20
O=C(/C=C/c1ccc(Br)cc1)NC1CCCCCC1	6	92	95	1	-2	94	0	0	1	1	-20
O=C(CSc1nnc(-c2ccncc2)o1)Nc1ccccc1Cl	28	133	215*[activator]	-7	-11	115	3	-1	-12	-8	-3
COc1ccc(OCc2nnc(SCC(=O)N3CCOCC3)o2)cc1	22	102	102	-3	-7	101	0	0	0	0	3
COc1cc(S(=O)(=O)Nc2ccncc2)ccc1F	9	101	100	-3	0	103	-2	-6	-2	-3	1
COC(=O)C(O)(CC(=O)c1ccc(OC)cc1)C(F)(F)F (stereo not drawn)	25	94	95	-5	-11	98	0	-3	-6	-3	-22
COc1ccc(CCNC(=O)c2cc3sccc3n2C)cc1OC	41	·	·	-10	-10	·	-2	1	-8	-3	-46
COc1ccc(-c2nc(C#N)c(NCC3CCCO3)o2)cc1 (stereo not drawn)	15	92	95	-2	0	100	-2	0	0	0	-17
CC1CCc2cc(F)ccc2N1C(=O)CN1C(=O)c2ccccc2C1=O (stereo not drawn)	13	104	100	-1	-3	102	-1	-1	-2	-4	2
CC1CN(c2oc(-c3cccs3)nc2C#N)CC(C)O1 (stereo not drawn)	33	94	92	0	-2	98	3	0	1	0	·
O=C(CSc1nnnn1-c1ccccc1)Nc1nsc(-c2ccc(Cl)cc2)n1	19	104	104	-14	-2	102	-6	-9	-6	-7	9
COc1ccc(N2CCN(C(=O)Cc3nn(C)c(=O)c4ccccc34)CC2)cc1	9	94	94	-1	-5	96	0	1	-3	-3	-61
